KCNK9 block – human KCNK9 channel inhibition; HEK293 KCNK9, FluxOR thallium flux fluorescence; stronger effect = lower value; Q9NPC2; hit rate 1.2% among 310,000; B-score at 10 µM;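 active = ratio B-score over 3 SD below the library mean, with starting fluorescence within 5 SD of its mean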;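 note: negative B-score means less thallium flux so channel inhibition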
hERG rescue – compounds protecting human hERG from proarrhythmic drug block; CHO-hERG, FluxOR thallium flux, dofetilide IC70 present; hit rate 0.51% among 310,000; activation (rescue from dofetilide block), less the hit threshold, % at 10 µM; Q12809;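 active = activation above the mean of controls blocked by dofetilide plus 5 SD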;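 note: thallium influx through hERG after potassium depolarization seen as dye fluorescence rise; in these data hits start at about 4.7%; inactives centre near -7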
Target sequence (Q12809 whole entry, looked up): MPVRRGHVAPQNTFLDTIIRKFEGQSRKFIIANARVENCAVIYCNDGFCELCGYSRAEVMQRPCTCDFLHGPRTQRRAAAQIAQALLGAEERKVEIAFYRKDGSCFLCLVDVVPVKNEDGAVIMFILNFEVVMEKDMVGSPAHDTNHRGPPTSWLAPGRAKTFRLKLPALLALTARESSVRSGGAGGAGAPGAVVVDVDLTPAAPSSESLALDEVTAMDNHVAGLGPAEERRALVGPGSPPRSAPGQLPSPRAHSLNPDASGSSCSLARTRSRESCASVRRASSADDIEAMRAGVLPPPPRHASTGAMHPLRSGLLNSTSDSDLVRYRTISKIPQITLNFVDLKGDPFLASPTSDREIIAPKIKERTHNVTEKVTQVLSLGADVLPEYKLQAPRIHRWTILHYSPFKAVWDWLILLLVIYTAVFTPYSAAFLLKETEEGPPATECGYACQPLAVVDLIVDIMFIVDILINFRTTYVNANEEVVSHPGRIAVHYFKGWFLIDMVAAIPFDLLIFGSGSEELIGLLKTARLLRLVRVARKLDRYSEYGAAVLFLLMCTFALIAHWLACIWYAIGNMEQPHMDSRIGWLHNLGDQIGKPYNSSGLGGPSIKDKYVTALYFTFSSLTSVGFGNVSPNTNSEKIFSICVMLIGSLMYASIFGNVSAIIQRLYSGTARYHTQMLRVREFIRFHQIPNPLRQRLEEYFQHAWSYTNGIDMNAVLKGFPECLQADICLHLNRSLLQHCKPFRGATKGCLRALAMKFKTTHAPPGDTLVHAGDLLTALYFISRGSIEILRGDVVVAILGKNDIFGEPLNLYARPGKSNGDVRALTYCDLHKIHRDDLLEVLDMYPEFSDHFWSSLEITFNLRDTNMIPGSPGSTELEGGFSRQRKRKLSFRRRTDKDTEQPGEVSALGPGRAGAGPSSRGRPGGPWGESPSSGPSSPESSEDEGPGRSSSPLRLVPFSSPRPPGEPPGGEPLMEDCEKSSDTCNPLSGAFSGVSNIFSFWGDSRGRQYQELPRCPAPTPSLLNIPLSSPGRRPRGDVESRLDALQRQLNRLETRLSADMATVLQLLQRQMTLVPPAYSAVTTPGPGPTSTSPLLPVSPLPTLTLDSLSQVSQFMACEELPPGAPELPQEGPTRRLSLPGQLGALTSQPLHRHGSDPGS
TRPC4 PAM – allosteric potentiators of mouse TRPC4 channel | Q9QUQ5 | B-score at 10 µM | hit rate 0.42% among 310,000 | HEK293 TRPC4beta/mu-opioid, DAMGO EC20, Fluo-4 Ca2+ flux; stronger effect = higher value;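 active = B-score of calcium response area above 5 SD of library B-scores, with initial fluorescence ratio within 5 SD of library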;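 note: B-score of integrated fluorescence ratio over time as area under calcium response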
KCNQ1 pot – human KCNQ1 channel potentiation or activation; P51787; CHO-K1 KCNQ1, thallium flux FluxOR fluorescence; stronger effect = higher value; B-score at 10 µM; hit rate 0.35% among 310,000; AID 2648;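 active = fluorescence ratio B-score, a plate-corrected score, at least three library SD, with initial intensity B-score within 5 SD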
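Test system: CHO-K1 cells stably expressing KCNQ1 / Medium: assay buffer / Also added: depolarizing K+/Tl+ stimulus, K2SO4 and Tl2SO4 each 12.5 mM in 5x stock / Incubation: 90 min dye loading and 20 min compound exposure, both at room temperature / Signal: thallium influx via FluxOR fluorescence, kinetic imaging / Evaluation: B score of baseline-normalized fluorescence ratio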
KCNK3 inh – human KCNK3 channel inhibition, primary screen; AID 602410; CHO-KCNK3 thallium flux, FluxOR fluorescence; stronger effect = lower value; B-score at 10 µM; hit rate 0.84% among 340,000;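 active = B-score under library mean minus 4 SD, starting fluorescence ratio at most library mean plus 5 SD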;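 note: more negative B-score means stronger inhibition of thallium flux through KCNK3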
TRPC4 act – activators of mouse TRPC4 channel | Q9QUQ5 | HEK293 TRPC4beta/mu-opioid, Fluo4 calcium fluorescence; stronger effect = higher value | B-score at 10 µM | hit rate 0.49% among 310,000 | AID 2237;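 active = B-score above 5 SD of library B-scores, and initial fluorescence ratio not above library mean plus 5 SD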;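 note: positive B-score marks a calcium rise read as TRPC4 activation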
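Material: TRPC4beta and mu-opioid receptor HEK293 stable cells | Incubation: 45 min room-temperature Fluo4 loading, 110 s read | Detection: Kinetic Fluo4 calcium fluorescence | Measure: Integrated baseline-normalised fluorescence ratio, converted to per-well B score | Benchmarks: Low control buffer alone, high control maximal DAMGO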
Platelet DG rel – platelet dense granule release activity. AID 1663. hit rate 0.22% among 300,000. human platelet-rich plasma, SFLLRN dense granule ATP release, luminescence. inhibition, %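 (compounds screened at 7.5 µM in platelet-rich plasma)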;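 active = mean replicate score, as percent of positive control, at or above 50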
TRPC4 inh – TRPC4 (mouse) channel inhibition. Q9QUQ5. HEK293 TRPC4beta/mu-opioid, DAMGO-evoked Fluo4 calcium flux; stronger effect = lower value. B-score at 10 µM. hit rate 0.39% among 300,000. AID 2247;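 active = B-score over 3 SD under the library average, no early fluorescence shift, positive overall ratio signal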
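Assay system – HEK293 line stably carrying TRPC4beta and mu-opioid receptor · Doses – single dose · Detection – Fluo4 calcium-dye fluorescence, kinetic read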
PolyA inh – inhibitors of polyadenylation in S. cerevisiae. S. cerevisiae SKY197-pL101 polyadenylation reporter, beta-gal luminescence; efflux-impaired pdr1/pdr3 knockout yeast; score 100 = 6 SD above DMSO. calls only at 12 µM. hit rate 0.02% among 300,000;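 active = lowest replicate activity score at least 50, where 100 means six control SD above control mean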;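 note: yeast exposed to compound for 9 h at 30 °C; higher score means more reporter readthrough which indicates perturbed polyadenylation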
KCNQ1 inh – blocks the human KCNQ1 potassium channel; P51787; CHO-K1 KCNQ1, FluxOR thallium flux fluorescence; stronger effect = higher value; B-score at 10 µM; hit rate 1.3% among 310,000;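 active = compounds whose thallium flux B-score, printed positive for inhibition, exceeds three library SD while starting fluorescence stays within three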;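 note: channel opened by potassium depolarization with thallium stimulus after 20 min compound exposure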
Dyrk1A ADPGlo – inhibitors of rat Dyrk1A kinase. hit rate 0.43% among 310,000. Q63470. inhibition, % at 12.5 µM. ADP-Glo luminescence, NFATc1 peptide; in the data active = inhibition above about 50%;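 note: plate controls were vehicle with enzyme for no effect and no enzyme for full effect; many of its hits are not listed in these tables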
The depositor's hits bear a star; i = inactive; x = no result given.

molecule	KCNK9 block	hERG rescue	TRPC4 PAM	KCNQ1 pot	KCNK3 inh	TRPC4 act	Platelet DG rel	TRPC4 inh	PolyA inh	KCNQ1 inh	Dyrk1A ADPGlo
CCOC(=O)Cn1c(COc2ccccc2OC)[n+](C)c2ccccc21	i	-7	i	i	i	i	3	i	i	i	x
CN(C)c1nc(N(C)C)nc(N(C#N)CN2C(=O)c3ccccc3C2=O)n1	i	-9	i	i	x	i	1	i	i	i	x
CS(=O)(=O)c1nc(S(=O)(=O)c2ccc(Cl)cc2)c(NCCCn2ccnc2)s1	i	-7	i	i	i	i	2	i	i	i	-4
Cc1c(OCC(=O)NCc2cccnc2)ccc2c3c(c(=O)oc12)CCCC3	i	-11	i	i	i	i	-2	i	i	i	-3
Cc1cc(NC(=O)Cn2c(=O)oc3ccc(Cl)cc32)no1	i	-7	i	i	i	i	-1	i	i	i	4
S=C(Nc1ccc2nc(-c3ccccn3)c(-c3ccccn3)nc2c1)N1CCCCCC1	i	-15	i	i	i	i	0	i	i	i	-1
Cc1cc(C)cc(NC(=O)C(=O)NCC2CCCN2S(=O)(=O)c2cccs2)c1 (stereo unspecified)	i	-13	i	i	i	i	4	i	i	i	-11
Cc1cc(C(=O)CSc2ccccc2)cc(C)c1O	i	-11	i	i	i	i	-1	i	i	i	3
Cc1cccc(NC(=O)c2c(C)nn(-c3ccccc3)c2Cl)c1	i	-14	i	i	i	i	6	i	i	i	2
COc1ccccc1NS(=O)(=O)c1cccc(NC(=O)NC2CCCCC2)c1	i	-6	i	i	i	i	-9	i	i	i	-4
COc1cc(Cl)c(C)cc1NC(=O)c1ccc2c(SCC(=O)O)c3c(nc2c1)CCCC3	i	-5	i	i	i	i	-2	i	i	i	-5
CCOC(=O)c1[nH]cnc1C(=O)Nc1ccccn1	i	1	i	i	i	i	-5	i	i	i	17
COc1ccc(-c2cc(C(=O)OCC(=O)N(C)C3CCS(=O)(=O)C3)c3ccccc3n2)cc1OC (stereo unspecified)	i	-18	i	i	i	i	2	x	i	i	1
COc1ccccc1N1CCN(Cc2cc3c(cc2O)OCO3)CC1	i	-5	i	i	i	i	9	i	i	i	-2
CC(C(=O)Nc1ccccn1)c1ccccc1 (stereo unspecified)	i	-2	i	i	i	i	-1	i	i	i	1
CC(=O)N/N=C/C1=CCC2CC1C2(C)C (stereo unspecified)	i	-8	i	i	i	i	-8	i	i	i	1
O=C(Nc1ccc(F)cc1)C1CC(=O)N(Cc2ccco2)C1 (stereo unspecified)	i	-8	i	i	i	i	5	i	i	i	x
COc1ccc(Cl)cc1C(=O)NNC(=O)c1cccc([N+](=O)[O-])c1	i	-8	i	i	i	i	4	i	i	i	7
O=C(NCc1nnc2c(C(F)(F)F)cc(Cl)cn12)c1cccs1	i	-8	i	i	i	i	-19	i	i	i	2
BrC(=C\c1ccccc1)/C=N/N1CCN(c2ccccn2)CC1	i	-9	i	i	i	i	-20	i	i	i	-8
CCn1nc(C)c(CNCc2cn[nH]c2-c2cc3ccccc3o2)c1C	i	-10	i	i	i	i	-2	i	i	i	19
CCOC(=O)NCc1ccc(S(=O)(=O)Nc2ccc(C)cc2)cc1	i	-5	i	i	i	i	0	i	i	i	-5
Cc1nc2sc(-c3ccccc3)cc2c(=O)[nH]1	i	-2	i	i	i	i	19	i	i	i	1
Cc1ccc(OCC(=O)n2nc(C)cc2C)c(Br)c1	i	-4	i	i	i	i	9	i	i	i	1
CSc1cnn(-c2ccccc2)c(=O)c1SC	i	-13	i	i	i	i	-1	i	i	i	-9
N#C/C(=C/c1ccc(F)cc1)C(N)=S	i	-4	i	i	i	i	-2	i	i	i	3
O=C(NC(=S)NCc1ccccc1)c1ccccc1F	i	-11	i	i	i	i	6	i	i	i	-10
COc1ccc(S(=O)(=O)NCc2cc(-c3ccccc3Cl)no2)cc1	i	-6	i	i	i	i	2	i	i	i	-2
CCOc1ccc(-n2ccnc2SCC(=O)N2CCCc3ccccc32)cc1	i	-5	i	i	i	i	4	i	i	i	-3
COc1cc(/C=C2/N=C(C3CCCCC3)OC2=O)cc(OC)c1OC	i	-10	i	i	i	i	4	i	i	i	-3
CCn1nc(C)c(/C=N/NC(=O)c2c[nH]c3ccccc23)c1C	i	-12	i	i	i	i	3	i	i	i	x
CC(C)NC(=O)C(=O)NCCCOC(C)C	i	3	i	i	i	i	0	i	i	i	1
O=C(Nc1cccnc1)/C(N=Nc1c(Cl)cccc1Cl)=C(\O)c1ccccc1	i	-15	i	i	i	i	1	i	i	i	-2
CCc1nnc(NC(=O)Cc2ccc(OC)c(OC)c2)s1	i	-7	i	i	i	i	-12	i	i	i	3
CC1CCc2c(sc3nc(SCC(=O)NCc4ccco4)nc(N)c23)C1 (stereo unspecified)	i	-8	i	i	i	i	-13	i	i	i	-11
Cc1c(C(=O)OCc2ccccc2)[nH]c2c1C(=O)CC(c1ccco1)C2 (stereo unspecified)	i	-6	i	i	i	i	2	i	i	i	-2
O=C(NC1CCCCC1)C(c1cc2c(cc1[N+](=O)[O-])OCO2)N1CCCCC1 (stereo unspecified)	i	-12	i	i	x	i	6	i	i	i	x
O=[N+]([O-])CC1(n2nc3ccccc3n2)CCCCC1	i	-3	i	i	i	i	3	i	i	i	-2
Cc1ccc(/C(O)=C2/C(=O)C(=O)N(c3ccccn3)C2c2cccc([N+](=O)[O-])c2)cc1 (stereo unspecified)	i	-3	i	i	i	i	0	i	i	i	2
CN(Cc1cccnc1)Cc1cn(Cc2ccccc2)nc1-c1ccc2c(c1)OCO2	i	-6	i	i	i	i	-1	i	i	i	3
O=C(O)CCCC(=O)Nc1ccc(C(=O)N2CCCCC2)cc1	i	-5	i	i	i	i	-1	i	i	i	5
Cc1c(NC(=O)c2ccc3c(c2)OCO3)cccc1-c1nc2ccccc2s1	i	0	i	i	i	i	-3	i	i	i	2
O=C(Nc1ccc(S(=O)(=O)N2CCCC2)cc1)Nc1ccc(F)cc1F	i	0	i	i	i	i	-14	i	i	i	7
Cc1cc(=O)oc2c3c(cc(OCC(=O)NC(C)C)c12)OC(C)(C)CC3	i	-10	i	i	i	i	15	i	i	i	6
CCc1nc2n[nH]c(N)c2c2c1CSC(C)(C)C2	i	-7	i	i	i	i	-4	i	i	i	-1
Cn1nnc2cc(C(=O)Nc3ccc(Cl)cc3)ccc21	i	4	i	i	i	i	4	i	i	i	-7
C=CCOc1c(/C=N\NC(N)=O)cccc1OC	i	-10	i	i	i	i	0	i	i	i	-2
Cn1c(=O)[nH]c(=O)c2c1nc(SCC(=O)Nc1ccccc1)n2Cc1ccccc1	i	-6	i	i	i	i	1	i	i	i	-4
CCCc1c(C(=O)N/N=C/c2cccc3ccccc23)nnn1-c1nonc1N	i	-8	i	i	i	i	-10	i	i	i	-1
Cc1ccc(C)c(S(=O)(=O)N2CCCOC2CNC(=O)C(=O)NCCc2ccccc2)c1 (stereo unspecified)	i	-10	i	i	i	i	-19	i	i	i	2

Whole records from above.
Record of `Cc1ccc(OCC(=O)n2nc(C)cc2C)c(Br)c1` → KCNK9 block: i; hERG rescue: -4; TRPC4 PAM: i; KCNQ1 pot: i; KCNK3 inh: i; TRPC4 act: i; Platelet DG rel: 9; TRPC4 inh: i; PolyA inh: i; KCNQ1 inh: i; Dyrk1A ADPGlo: 1
Record of `BrC(=C\c1ccccc1)/C=N/N1CCN(c2ccccn2)CC1` → KCNK9 block: i; hERG rescue: -9; TRPC4 PAM: i; KCNQ1 pot: i; KCNK3 inh: i; TRPC4 act: i; Platelet DG rel: -20; TRPC4 inh: i; PolyA inh: i; KCNQ1 inh: i; Dyrk1A ADPGlo: -8

Following part:
molecule	KCNK9 block	hERG rescue	TRPC4 PAM	KCNQ1 pot	KCNK3 inh	TRPC4 act	Platelet DG rel	TRPC4 inh	PolyA inh	KCNQ1 inh	Dyrk1A ADPGlo
Cc1cc(F)ccc1S(=O)(=O)NCC(c1ccc2c(c1)OCO2)N1CCOCC1 (stereo unspecified)	i	-15	i	i	-11*	i	3	i	i	i	9
CCC(C)c1ccc(C(CC)NC(=O)C2CCCO2)cc1 (stereo unspecified)	i	-2	i	i	i	i	-1	i	i	i	-1
Cc1ccc(C)c(NC(=O)COc2cccc3c2CCN(Cc2ccccc2)C3=O)c1	i	-10	i	i	i	i	-3	i	i	i	-5
C#CCOC(=O)Nc1cccn(Cc2c(Cl)cccc2Cl)c1=O	i	-10	i	i	i	i	-2	i	i	i	1
CCCCCC(=O)Nc1ccc(-c2csc(C)n2)cc1	i	-17	i	i	i	i	10	i	i	i	3
COc1ccc(NC2=CC(=O)CC(c3ccccc3)C2)c(OC)c1 (stereo unspecified)	i	-2	i	i	i	i	9	i	i	i	x
COc1cccc(NC(=O)C2CCN(C(=O)[C@@H]3Cc4ccccc4CN3C(=O)OC(C)(C)C)CC2)c1	i	-14	i	i	i	i	-2	i	i	i	x
COc1ccc(CCNC(=O)c2ccc(CNc3nc(=S)[nH]c4ccccc34)cc2)cc1OC	i	-13	i	i	i	i	2	i	i	i	3
COc1ccc(-c2nnc(SCc3nc4ccccc4c(=O)[nH]3)o2)cc1	i	-8	i	i	i	i	3	i	i	i	1
CN(C)Cc1c(O)ccc2cc(-c3nc4ccccc4n3C)c(=O)oc12	i	-17	i	i	i	i	-8	i	i	i	4
O=C(O)/C=C/C(=O)Nc1ccc(F)cc1F	i	0	i	i	i	i	3	i	i	i	-8
COC(=O)CSc1nc2ccccc2c(=O)n1Cc1ccccc1	i	-15	i	i	i	i	-1	i	i	i	x

Not all compounds are listed; rates above refer to the full screens.
